Bioassay records (PubChem)
a7 integrin act – activates integrin-mediated alleviation for muscular dystrophy; alpha7betagal myoblasts, beta-gal FDG fluorescence, 48 h; Potency, µM (titrated, usually from 38.3 µM), inactives show at the top dose activation, usual class: activators; hit rate 0.064% among 350,000; AID 624291;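 also: potency is read from the fitted curve at half-maximal effect; 100% = response of the positive control SU9516; nearly all actives have a fitted effect of over 60% in size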
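alpha7betagal+/- myoblasts (passage 13, 250/well) treated 48 h at 37C with compounds at 1:260 dilution of DMSO stock. Lysed, then beta-galactosidase activity read as FDG fluorescence (ex 480/em 540) after 30 min, with pre-read for autofluorescence.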
ASM inhibitor – blocks human secretory acid sphingomyelinase; P17405; placental ASM, HMU-PC fluorogenic substrate, 60 min; Potency, µM (series often up to 57.5 µM), for the others: at the top dose activity change, negative = inhibition, most hits filed as inhibitors; AID 504937; hit rate 0.006% among 340,000; also: potency is read from the fitted curve at half-maximal effect
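qHTS format. ASM enzyme prepared from human placenta hydrolyses the fluorogenic substrate HMU-PC0 (9 uM final) over 60 min at 37 °C after a 10 min compound preincubation.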
TRPV1 ag – activates the human vanilloid receptor TRPV1; Q8NER1; TRPV1-expressing cells, Fluo-8 calcium influx, agonist mode; activation, % at 8.33 µM; hit rate 0.19% among 320,000; AID 540275; in the data active = activation above about 80%; inconclusive = between about 30% and that limit; also: 0% is about no effect
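Cells expressing TRPV1 were dye-loaded with Fluo-8 and read kinetically: 10 s baseline, 3 min after compound (agonist portion), then 2 min after EC20 capsaicin (allosteric enhancer portion). Calcium-bound dye fluorescence at 480/520 nm.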
uPA surface inh – inhibitors of cell surface uPA generation; cell surface uPA generation assay, qHTS; Potency, µM (highest dose often 38.3 µM), for the others: at the highest dose activity change, negative = inhibition, hits mostly inhibitors; hit rate 0.31% among 330,000; active = well fitted inhibition curve with a large enough effect; inconclusive = small, poorly fitted or top-dose-only effect; inactive = no such curve, though single readings can be large or run the other way; tested in mouse RAW 264.7 cells; also: potency is read from the fitted curve at half-maximal effect; % is scaled to controls: 0 for no effect and ±100 for the full control effect; nearly all actives have a fitted effect of over 55% in size
p53 reactivator – re-activators of mutant p53. AID 504706. hit rate 0.063% among 320,000. Potency, µM (titrated, usually from 92.2 µM), without a hit: top-dose activity change, positive = activation, hits mostly activators. H1299 p53-A138V BP100-luciferase reporter, luminescence, 24 h; also: potency is read from the fitted curve at half-maximal effect; % of control where 0% means no effect; nearly all actives have a fitted effect of over 45% in size
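H1299 (p53-null), stable ts p53-A138V + BP100-Luc; 1000 cells/well, Opti-MEM/10% FBS; cpd 4 pt, 1:5; 24 h, 37 deg C, 5% CO2; detection reagent 10 min RT; luminescence.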
USP2a inh – blocks human ubiquitin-specific protease USP2a; Potency, µM (titrated, usually from 38.3 µM), for inactives: at the highest dose activity change, negative = inhibition, usual class: inhibitors; USP2 core, Ub-CHOP2 coupled fluorogenic reporter, 485/531; hit rate 0.01% among 330,000; O75604;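 also: potency is read from the fitted curve at half-maximal effect; plate controls were DMSO wells for no effect and full inhibition by NEM control for full effect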
Target sequence (O75604 whole entry, looked up): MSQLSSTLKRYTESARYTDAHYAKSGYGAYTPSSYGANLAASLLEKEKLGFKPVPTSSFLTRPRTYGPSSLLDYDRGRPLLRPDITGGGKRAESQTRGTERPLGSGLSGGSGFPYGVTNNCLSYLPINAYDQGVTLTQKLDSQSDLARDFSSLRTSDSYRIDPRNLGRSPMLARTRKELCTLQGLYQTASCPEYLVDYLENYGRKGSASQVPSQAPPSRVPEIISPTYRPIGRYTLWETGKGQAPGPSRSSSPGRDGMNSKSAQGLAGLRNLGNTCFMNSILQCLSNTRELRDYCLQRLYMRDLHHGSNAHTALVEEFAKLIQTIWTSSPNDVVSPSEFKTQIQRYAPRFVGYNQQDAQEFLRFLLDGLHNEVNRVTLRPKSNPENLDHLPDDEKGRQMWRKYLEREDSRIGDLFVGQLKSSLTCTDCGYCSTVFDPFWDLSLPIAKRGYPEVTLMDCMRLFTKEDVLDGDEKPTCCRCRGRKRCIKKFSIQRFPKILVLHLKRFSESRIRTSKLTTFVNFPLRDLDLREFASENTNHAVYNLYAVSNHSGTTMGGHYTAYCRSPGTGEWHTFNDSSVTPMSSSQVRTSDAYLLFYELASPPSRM
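USP2 core (10nM final) preincubated 30min RT with compound in 20mM Tris-HCl pH 8.0, 2mM CaCl2, 2mM beta-mercaptoethanol, 0.05% CHAPS; 25nM Ub-CHOP2 plus 25nM reporter substrate added, fluorescence (Ex485/Em531) read after 60min.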
ELG1 genotoxic – inducers of genotoxicity in HEK293T ELG1-luciferase cells; HEK293T ELG1-luciferase reporter, luminescence, 16 h; Potency, µM (series often up to 46 µM), inactives show at the top dose activity change, positive = activation, hits mostly activators; hit rate 1.3% among 330,000; also: potency is read from the fitted curve at half-maximal effect; % of control where 0% means no effect; nearly all actives have a fitted effect of over 60% in size
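HEK293T cells expressing luciferase-tagged ELG1 were exposed to compound or DMSO vehicle for 16 hr at 37 °C and 5% CO2. Luciferase activity was then measured with ONE-Glo after 30 min at room temperature.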
BRCA1 expr up – BRCA1 expression activation. hit rate 1.1% among 380,000. MCF7-BRCA1-FFLuc reporter, luminescence, 48 h; response scale: scaled: vehicle 0%, 10 µM genistein 100%. Potency, µM (doses to about 46.1 µM), for inactives: at the highest dose activation, actives largely listed as activators. AID 624202; also: potency is read from the fitted curve at half-maximal effect; nearly all actives have a fitted effect of over 80% in size; some results filed as inactive show a strong effect at the top dose
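Reporter cells (MCF7, BRCA1 promoter-firefly luciferase) received library compounds across a concentration series for 48 h. End-point luminescence was measured and concentration-effect curves derived after normalization.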
B2AR arrestin – recruits beta-arrestin to the human beta2-adrenergic receptor. P07550. AID 492947. beta-arrestin recruitment to beta2AR, cell-based reporter. hit rate 0.02% among 330,000. Potency, µM (titrated, usually from 46.1 µM), for inactives: top-dose activation, usual class: activators;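 also: potency is read from the fitted curve at half-maximal effect; 0% = DMSO controls and full agonism = EC100 isoproterenol or metaproterenol; nearly all actives have a fitted effect of over 65% in size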
Eya2 phos inh – inhibitors of human Eya2 phosphatase activity. AID 488837. O00167. Potency, µM (series often up to 76.9 µM), without a hit: top-dose activity, negative = inhibition, hits mostly inhibitors. hit rate 0.006% among 330,000. recombinant Eya2, OMFP fluorescence dephosphorylation (OMFP is methylfluorescein phosphate); also: potency is read from the fitted curve at half-maximal effect; % is scaled to controls: 0 for no effect and ±100 for the full control effect
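Eya2 (0.2 uM) preincubated 10 min at ambient with compound, then OMFP substrate added at 50 uM; 10 min reaction in 50 mM HEPES pH 7.5, 50 mM NaCl, 5 uM MgCl2, 0.05% BSA, 1 mM DTT. Fluorescence read at Ex 485/Em 525 nm.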
TSG101-PTAP inh – blocks PTAP/TSG101 interaction to inhibit HIV-1 budding; Q99816; Fluorescence polarization, FITC-PTAP peptide / Tsg101 binding; Potency, µM (titrated, usually from 115 µM), for the others: at the highest dose activity change, negative = inhibition, hits mostly inhibitors; 340,000 tested, under 10 active; active = well fitted inhibition curve with a large enough effect in the main read-out, with a control signal flat, not every such curve was filed as active; inconclusive = small, poorly fitted or top-dose-only effect, or effect the other way, or a change in a side signal; inactive = no such curve, though single readings can be large or run the other way; also: potency is read from the fitted curve at half-maximal effect; % of control where 0% means no effect
Target sequence (Q99816 whole entry, looked up): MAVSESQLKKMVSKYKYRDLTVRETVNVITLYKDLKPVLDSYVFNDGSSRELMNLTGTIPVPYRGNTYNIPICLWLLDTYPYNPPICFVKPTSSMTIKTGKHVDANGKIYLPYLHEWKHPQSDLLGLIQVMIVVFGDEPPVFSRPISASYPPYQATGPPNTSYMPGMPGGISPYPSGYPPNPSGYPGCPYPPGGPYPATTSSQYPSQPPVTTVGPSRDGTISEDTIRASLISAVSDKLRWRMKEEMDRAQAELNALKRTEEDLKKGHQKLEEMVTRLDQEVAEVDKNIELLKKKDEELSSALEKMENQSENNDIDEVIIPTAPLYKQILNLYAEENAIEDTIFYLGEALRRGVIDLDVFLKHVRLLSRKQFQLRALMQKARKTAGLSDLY
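Tsg101 binding domain (10 uM final) was mixed with compound and a FITC-labeled PTAP peptide (50 nM final) in HEPES pH 7.5 buffer with NaCl, Tween 20, EDTA and TCEP; fluorescence polarization was read after 20 min at r.t.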
Starred values were filed as active, the others as inactive; ? = inconclusive; . = not tested or not shown; [ ] = remark or other dose. Unless noted, calls follow the shape of the dose curve; as a rule, active = well fitted curve in the direction sought with a large enough effect; inconclusive = small, poorly fitted or top-dose-only effect, or another doubt; inactive = no such curve, though single readings can be large; an effect the other way counts as inactive or inconclusive.

SMILES	a7 integrin act	ASM inhibitor	TRPV1 ag	uPA surface inh	p53 reactivator	USP2a inh	ELG1 genotoxic	BRCA1 expr up	B2AR arrestin	Eya2 phos inh	TSG101-PTAP inh
CC(=O)c1cccc(N(CC(=O)Nc2cc(C)cc(C)c2)S(C)(=O)=O)c1	2%	4%	-4	3%	-4%	1%	-3%	0%	-0.3%	6%	-1%
Cc1ccn2cc(CNS(=O)(=O)c3cccs3)nc2c1	40%	2%	-11	2%	12%	-3%	8%	60%	-0.3%	17%	1%
CCCc1c(C(=O)N/N=C/c2sccc2C)nnn1-c1nonc1N	-18%	5%	16	1%	-6%	4%	2%	-20%	-0.8%	-20%	0%
O=C(CSc1nnnn1C1CCCCC1)NCCc1ccccc1	-15%	0%	?	16%	?	2%	6%	95%	-0.4%	0%	-3%
CC1(C)CC(=O)N(CC(=O)NC2CCCC2)c2ccccc2S1(=O)=O	27%	7%	-3	-4%	-2%	2%	0%	0%	-0.1%	0%	0%
CCN(Cc1ccccc1)C(=O)CS(=O)(=O)c1ccccc1	3%	3%	1	0%	0%	0%	2%	0%	-0.1%	-1%	1%
COc1ccc(CCNC(=O)CCc2ccc(S(=O)(=O)NCC(C)C)cc2)cc1OC	-15%	2%	0	4%	-1%	-1%	-1%	-24%	11%	1%	-5%
O=C(O)c1[nH]c2ccccc2c1NS(=O)(=O)Cc1ccccc1	2%	10%	0	0%	15%	0%	2%	0%	0.5%	23%	-2%
CN(C)S(=O)(=O)c1ccc(C(=O)NCC[N+]2(C)CCCCCC2)o1	11%	6%	-2	9%	.	1%	3%	-2%	0.1%	10%	-4%
CCOC(=O)N1CCC(NC(=O)c2ccc3c(c2)N(C)C(=O)/C(=C/c2cccc(OC)c2)S3)CC1	0%	-1%	0	-9%	7%	7%	-16%	-30%	0.3%	1%	0%
Cc1nn(-c2ccccn2)c(C)c1Oc1ccccc1O	5%	0%	0	7%	?	2%	8%	-30%	-0.7%	-3%[15.4 µM]	0%
COc1cccc(-c2ccc(NC(=O)C3CCCN(Cc4cnn(C)c4)C3)cc2)c1 (stereo unspecified)	-36%	0%	5	-25%	-2%	3%	-4%[9.26 µM]	48%	0.4%	1%	-6%
COc1ccc(C(=O)NCC(=O)OCc2ccc(Cl)cc2Cl)cc1OC	2%	-3%	11	-1%	-2%	-2%	-1%	10%	-0.1%	3%	0%
COc1ccc(C(=O)NCc2n[nH]c(=S)n2-c2ccccc2)cc1OC	?	7%	1	3%	1%	-1%	0%	2%	0.1%	-3%	-6%
O=C(Nc1ccc(N2CCOCC2)cc1)c1cc2c(s1)CCCC2	8%	-4%	21	-3%	1%	1%	11%	?	0.0%	1%	-5%
CCOC(=O)Cn1c(=O)n(Cc2ccccc2)c(=O)c2cccnc21	-17%	53%[activator]	-4	-8%	8%	-1%	0%	0%	0.4%	8%	-4%
Cc1cc(C)c(C)c(S(=O)(=O)Nc2ccccc2N2CCOCC2)c1C	-21%	-3%	.	-14%	-3%	2%	-4%	-8%	-0.2%	-26%	-4%
Cc1cc(SCc2ccc([N+](=O)[O-])cc2)nc(=O)[nH]1	?	-2%	3	-2%	6%	-5%	-2%[9.26 µM]	3%	-0.8%	12%	-4%
CCOC(=O)N1CCN(C(=O)C(c2ccccc2)c2ccccc2)CC1	-11%	3%	.	-8%	-3%	1%	-1%	-11%	0.3%	-7%	1%
C=CCN(CC(=O)NCC1CCCO1)C(=O)CCC(=O)Nc1cc(C)on1 (stereo unspecified)	6%	2%	-2	-1%	6%	-2%	-5%	-10%	-0.6%	14%	-3%
Cc1oc(-c2ccccc2F)nc1CN1CCC(C(=O)NCc2ccco2)CC1	-40%	0%	-1	0%	-8%	1%	0%	-6%	-0.1%	-1%	-1%
COc1cccc(N2CCN(C3C4CC5CC(C4)CC3C5)CC2)c1 (stereo unspecified)	-20%	3%	-1	5%	10%	-1%	27%	?	-0.3%	8%	2%
Cc1ccc(N/C=C(\[N+](=O)[O-])S(=O)(=O)c2ccccc2)cc1	-33%	1%	3	0%	3%	-1%	1%	-2%	0.0%	2%	-3%
COc1ccc(NC(=O)CN(c2c(C)cccc2C)S(C)(=O)=O)cc1	34%	2%	4	1%	10%	0%	9%	-20%	0.5%	9%	-6%
CC(=O)n1cc([C@H]2C=C(C(=O)N3CCOCC3)O[C@@H](OCc3ccc(CO)cc3)C2)c2ccccc21	35%	-2%	-2	12%	-2%	-4%	-12%	0%	0.4%	13%	-4%
COc1cc(C(=O)OC2CSCC2NC(=O)c2ccccc2)cc(OC)c1OC (stereo unspecified)	7%	-1%	24	11%	-2%	0%	-4%	-13%	-0.3%	-2%	-2%
Cc1nnsc1NC(=O)OCC(C)(C)C	-7%	1%	13	-1%	-33%[inhibitor]	1%	-1%	2%	-0.8%	-5%	-2%
CCOc1ccccc1CNC(=O)CCN1C(=O)COc2ccccc21	21%	6%	-1	5%	-3%	0%	-1%	0%	-1.0%	8%	-12%
CCOC(=O)/C(N=Nc1c(Br)cc(Br)cc1Br)=C(\C)O	23%	-6%	3	-4%	1%	1%	0%	-18%	0.1%	14%	-10%
CCn1c(=O)cc(OCC(=O)NCCCN2CCC(C)CC2)c2ccccc21	-12%	4%	-1	.	-3%	5%	16µM*	-64%	0.4%	24%	0%
CC(C)Oc1ccc(C2CC(=O)N(Nc3ccc([N+](=O)[O-])cc3[N+](=O)[O-])C2=O)cc1 (stereo unspecified)	4%	-11%	2	0%	1%	0%	-2%	-12%	-0.1%	-3%	0%
Cc1ccc(F)cc1CNC(=O)C1CCC(=O)N(CCc2ccccc2)C1 (stereo unspecified)	21%	4%	-1	-6%	5%	3%	-1%	-7%	6.5%	-7%	3%
OCC1(Cc2cccc(Cl)c2)CCCN(Cc2cn[nH]c2C2CCCCC2)C1 (stereo unspecified)	-42%	9%	3	-9%	1%	0%	-5%	-28%	0.1%	-6%	-5%
COc1ccc(S(=O)(=O)N(Cc2ccccc2)c2ccccc2C(=O)N2CCOCC2)cc1	3%	0%	1	-17%	5%	0%	5%	-71%	-0.2%	6%	-4%
CC(OC(=O)c1cccc(S(=O)(=O)N2CCCCC2)c1)C(=O)NCC1CCCCC1 (stereo unspecified)	-21%	2%	26	1%	-5%	1%	-2%	-4%	0.0%	-4%	6%
COc1ccccc1C(=O)Nc1ccc(Br)cc1C	15%	-7%	1	3%	24%	-5%	10%	24%	-0.8%	-9%	-3%
Nc1cc(N)nc(SCCc2ccccc2)n1	8%	-3%	1	-1%	.	1%	?	105%	-0.8%	5%	-8%
CC(=O)N1C(C(=O)O)CSC1c1cccc(C)c1 (stereo unspecified)	-5%	-3%	-4	-1%	1%	1%	2%	7%	-0.1%	12%	-20%
Cc1ccc(NC(=S)NCc2ccc3c(c2)OCO3)cc1	-9%	1%	?	-1%	5%	0%	-4%	38%	-0.5%	-3%	0%
CCOc1cccc(C2/C(=C(/O)c3ccc4c(c3)CC(C)O4)C(=O)C(=O)N2Cc2cccnc2)c1 (stereo unspecified)	20%	0%	-2	-5%	3%	3%	0%	-3%	-0.3%	-1%	0%
Cc1ccc(S(=O)(=O)N2CCOCC2)cc1NC(=O)CN1CCN(C)CC1	26%	0%	0	6%	11%	3%	0%	30%	-0.8%	0%	1%
CCOc1ccc(CN(C)C(=O)[C@H](Cc2ccccc2)NC(=O)OCc2ccccc2)cc1OC	-18%	-5%	23	.	3%	0%	-27%	-61%	-0.4%	-5%	0%
NS(=O)(=O)c1ccc(CNC(=S)NC2CC2)cc1	13%	-1%	-2	-1%	0%	1%	-2%	-12%	0.2%	2%	-8%
CCNCC(=O)N1c2ccccc2CCc2ccc(NC(C)=O)cc21	23%	4%	4	-1%	-15%	-1%	2%	0%	-0.1%	1%	-1%
CCOc1ccc(CNCCCSc2ncccn2)cc1	-42%	-1%	2	-4%	.	-1%	2%	5%	-0.2%	11%	-1%
CCOP(=O)(c1ccc(N(C)C)cc1)C(O)c1ccccc1 (stereo unspecified)	35%	4%	0	-3%	-2%	2%	1%	-3%	0.0%	7%	?
